Keap1-Nrf2 PPI – Keap1-Nrf2 protein-protein interaction inhibitors, primary screen, biochemical, fluorescence polarization, single point; Kelch-like ECH-associated protein 1 (Homo sapiens), Q14145; Keap1 Kelch-Nrf2 peptide fluorescence polarization, 1536-well; inhibition, % at 9.4 µM; 340,000 compounds, 0.15% hits; AID 504523, 2011; in the data active = inhibition above about 12%;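 note: human Keap1 Kelch domain with fluorescein labeled Nrf2 9mer peptide probe; 0% = neutral control wells and 100% = peptide positive control; higher means more block of Keap1 binding to Nrf2 peptide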
Target sequence (Q14145 whole entry, looked up, the tested form may be a part): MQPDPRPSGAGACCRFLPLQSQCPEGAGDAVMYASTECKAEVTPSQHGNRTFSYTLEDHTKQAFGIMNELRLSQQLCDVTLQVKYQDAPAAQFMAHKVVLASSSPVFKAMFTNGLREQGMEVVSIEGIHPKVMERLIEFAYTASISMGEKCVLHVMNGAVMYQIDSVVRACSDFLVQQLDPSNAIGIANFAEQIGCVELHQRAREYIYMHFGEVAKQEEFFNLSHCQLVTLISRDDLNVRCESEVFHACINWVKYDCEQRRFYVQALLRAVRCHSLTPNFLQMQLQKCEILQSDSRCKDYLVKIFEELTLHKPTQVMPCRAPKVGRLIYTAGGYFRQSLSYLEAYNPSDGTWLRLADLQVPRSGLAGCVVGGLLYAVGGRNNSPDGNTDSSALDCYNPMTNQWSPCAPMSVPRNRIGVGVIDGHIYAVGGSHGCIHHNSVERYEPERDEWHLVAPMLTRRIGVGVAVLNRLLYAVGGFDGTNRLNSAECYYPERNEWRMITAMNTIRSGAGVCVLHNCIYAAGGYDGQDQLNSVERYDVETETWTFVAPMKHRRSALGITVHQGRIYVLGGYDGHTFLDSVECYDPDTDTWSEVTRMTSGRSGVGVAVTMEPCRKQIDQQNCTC
LANA DNA inh – inhibitors of KSHV C-LANA binding to DNA, primary screen, biochemical, fluorescence polarization, FAM-LBS DNA, MBP-C-LANA, single point; inhibition, % at 9 µM; 340,000 compounds, 0.078% hits;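 active = highest replicate inhibition at or above 60% at 9 µM, even if other replicates fall short; inactive = all replicates below 60% inhibition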;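 note: 0% = neutral control wells and 100% = 4 µM acridine orange control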
Cardiac RTF inh – cardiac RTF calcium sensitivity inhibitors, primary screen, biochemical, IANBD-TnC fluorescence, EC70 calcium | Troponin I, cardiac muscle (Homo sapiens) + Troponin T, cardiac muscle (Homo sapiens) + … | IANBD-labeled cardiac RTF, Ca2+ fluorescence | inhibition, % at 7.15 µM | 340,000 compounds, 0.12% hits;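 active = inhibition above the mean inhibition of all tested compounds plus 3 SD, cut at about 17% in these data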;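 note: assay run at fixed EC70 calcium of 1.6 mM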
SR-BI HDL uptake – inhibitors of SR-BI mediated HDL lipid uptake, primary screen, ldlA[mSR-BI] cells, fluorescence, single point; AID 488896, 2010; 320,000 compounds, 0.96% hits; ldlA[mSR-BI] CHO cells, DiI-HDL uptake fluorescence, 3 h; inhibition, % at 12.5 µM; Scavenger receptor class B member 1 (Mus musculus), Q61009;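 active = mean replicate inhibition of at least 70% and a set share of replicates each scoring 70 or more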;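 note: 0% = median of neutral control wells and 100% = median of positive control wells; values of inactives mirror those of a sister screen read the other way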
DAGLB inh – DAGLB lipase inhibitors, primary screen, biochemical, fluorescence, HTS; inhibition, % at 5.17 µM; 340,000 compounds, 0.059% hits; HEK293T DAGLB membrane lysate, EnzChek fluorogenic substrate; Diacylglycerol lipase-beta (Homo sapiens), Q8NCG7; in the data active = inhibition above about 34%;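 note: 0% = enzyme with vehicle and 100% = wells lacking enzyme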
NSD2 inh – NSD2 histone methyltransferase inhibitors, primary screen, biochemical, AlphaScreen, single concentration, set 2 | NSD2 peptide methylation, 120 min | inhibition, % at 12.5 µM | 310,000 compounds, 0.54% hits | AID 743445, 2014; in the data active = inhibition above about 50%
Arr AP2 block – inhibitors of beta-arrestin/AP2 binding, primary screen, biochemical, GPCR trafficking, flow cytometry | FITC-arrestin peptide / GST-AP2 beads; AP2 beta2 appendage carries R879A mutation | inhibition, % at 10 µM | 340,000 compounds, 0.31% hits | beta-arrestin 1 C-terminal peptide binding to AP2 beta2-adaptin appendage (human);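 active = inhibition above a set limit, near 3 SD of compounds lacking own fluorescence, cut at about 54% in these data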;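 note: plate controls were DMSO wells for no effect and 5 µM unlabelled arrestin peptide for full effect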
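Measured by: flow cytometry, FL1 (488/535 nm); Material: AP2 appendage R879A on GSH beads; Evaluation: percent response; Timing: pre-incubation 12 min, peptide binding 1 h, room temperature; Also added: 50 nM FITC-arrestin peptide; Medium: PBS with 0.05% Tween 20 and 0.1% BSA.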
SR-BI DiI-HDL act – activators of SR-BI mediated DiI-HDL uptake, primary screen, ldlA[mSR-BI] CHO cells, DiI fluorescence; 3 h; 100 = double the neutral-control signal; activation, % at 12.5 µM; 320,000 compounds, 0.096% hits;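 active = mean replicate activation of at least 60% and every replicate at or above 60%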;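 note: 0% = median plate neutral-control signal and 100% = twice that signal; values of inactives mirror those of a sister screen read the other way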
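Material: SR-BI-overexpressing, LDLR-lacking CHO cells; schedule: compound exposure 3 h, 37 °C; reagent: DiI-labelled HDL at 10 µg/mL final; technique: bottom-read fluorescence, 550/595 nm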
PvdQ acylase – P. aeruginosa PvdQ acylase inhibitors, primary screen, biochemical, fluorescence, plate reader and imaging, single point. PvdQ acylase [Pseudomonas aeruginosa LESB58]. purified PvdQ acylase. 340,000 compounds, 0.063% hits. inhibition, % at 10 µM; in the data active = inhibition above about 30%, passing the limit was not always enough;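 note: 0% = vehicle neutral wells and 100% = reference inhibitor wells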
PKA-R2B act – activators of PKA-R2B holoenzyme, primary screen, biochemical, fluorescence polarization, Cy5-IP20, human; PKA-R2B holoenzyme dissociation; R2B truncated from residue 108, S112A mutant; 0% DMSO only, 100% 113 µM cGMP; activation, % at 11.4 µM; 340,000 compounds, 0.079% hits; AID 504700, 2011;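 active = activation above a cutoff set at the mean over all compounds plus 3 SD, cut at about 18% in these data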;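 note: higher means more holoenzyme dissociation and a rise in polarization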
Target sequence (P31323 whole entry, looked up, other chains not shown, the tested form may be a part): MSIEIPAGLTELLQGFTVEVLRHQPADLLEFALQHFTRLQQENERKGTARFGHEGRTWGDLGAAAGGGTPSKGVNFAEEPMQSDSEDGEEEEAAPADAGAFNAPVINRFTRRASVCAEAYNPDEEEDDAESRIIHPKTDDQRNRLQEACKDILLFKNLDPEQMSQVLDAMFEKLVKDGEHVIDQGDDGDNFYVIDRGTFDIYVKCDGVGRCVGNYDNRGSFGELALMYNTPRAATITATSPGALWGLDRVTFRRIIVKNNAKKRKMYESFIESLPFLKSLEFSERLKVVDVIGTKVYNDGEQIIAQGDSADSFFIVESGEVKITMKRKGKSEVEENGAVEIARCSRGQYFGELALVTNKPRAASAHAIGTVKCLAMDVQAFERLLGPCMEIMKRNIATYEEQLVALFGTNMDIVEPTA
* marks the source's active call; other numbers are inactive results. Compounds as they come; any-hit rate near 2.1%.

Screening O=C(Nc1ccc(SC(F)F)cc1)c1cc(-c2ccncc2)nc2ccccc12 returned Keap1-Nrf2 PPI -1, LANA DNA inh 1.1, Cardiac RTF inh -3, SR-BI HDL uptake 69, DAGLB inh -1, NSD2 inh -1, Arr AP2 block -9, SR-BI DiI-HDL act -69, PvdQ acylase -12 and PKA-R2B act -1.
For CCCCNC(=O)c1ccccc1C(=O)NCCCC the results were Keap1-Nrf2 PPI 1, LANA DNA inh 0.1, Cardiac RTF inh -20, SR-BI HDL uptake -6, DAGLB inh -1, NSD2 inh 6, Arr AP2 block -11, SR-BI DiI-HDL act 6, PvdQ acylase -9 and PKA-R2B act -11.
For COc1ccc(C(=O)NCc2nnc(SCC(=O)Nc3ccccc3OC)n2C)cc1 the results were Keap1-Nrf2 PPI -2, LANA DNA inh -0.2, Cardiac RTF inh -1, SR-BI HDL uptake 18, DAGLB inh -2, NSD2 inh -4, Arr AP2 block 1, SR-BI DiI-HDL act -18, PvdQ acylase -15 and PKA-R2B act 7.
For O=C(CSc1nc2ncccc2[nH]1)Nc1ccccc1-c1ccccc1 the results were Keap1-Nrf2 PPI -2, LANA DNA inh -0.3, Cardiac RTF inh -4, SR-BI HDL uptake 16, DAGLB inh 0, NSD2 inh -1, Arr AP2 block 38, SR-BI DiI-HDL act -16, PvdQ acylase 7 and PKA-R2B act 1.
CC(=O)Nc1ccc(S(=O)(=O)Nc2nc3ccccc3nc2Nc2ccc(S(N)(=O)=O)cc2)cc1 was read as Keap1-Nrf2 PPI 2, LANA DNA inh 2.4, Cardiac RTF inh 2, SR-BI HDL uptake -1, DAGLB inh 4, NSD2 inh -3, Arr AP2 block -3, SR-BI DiI-HDL act 1, PvdQ acylase -17 and PKA-R2B act -11.
Cc1ccc2nc(NC(=O)CN(C)S(=O)(=O)c3cccc4nsnc34)sc2c1 was read as Keap1-Nrf2 PPI -1, LANA DNA inh 0.0, Cardiac RTF inh -12, SR-BI HDL uptake 53, DAGLB inh 3, NSD2 inh -6, Arr AP2 block 13, SR-BI DiI-HDL act -53, PvdQ acylase 4 and PKA-R2B act -11.
Screening CCn1c(=O)c(C(=O)NCc2ccccc2OC)c(O)c2ccccc21 returned Keap1-Nrf2 PPI -4, LANA DNA inh 2.9, Cardiac RTF inh -5, SR-BI HDL uptake 10, DAGLB inh -3, NSD2 inh -1, Arr AP2 block 2, SR-BI DiI-HDL act -10, PvdQ acylase -17 and PKA-R2B act -5.
CC(=O)NCCOc1cccc2cccnc12 was read as Keap1-Nrf2 PPI -8, LANA DNA inh -2.3, Cardiac RTF inh 5, SR-BI HDL uptake -24, DAGLB inh -1, NSD2 inh -2, Arr AP2 block 6, SR-BI DiI-HDL act 24, PvdQ acylase 1 and PKA-R2B act 0.
COc1ccccc1CN1CCCC(CNC(=O)c2cccc3ccccc23)C1 (configuration not stated) was read as Keap1-Nrf2 PPI -2, LANA DNA inh -0.1, Cardiac RTF inh -3, SR-BI HDL uptake 19, DAGLB inh 0, NSD2 inh 2, Arr AP2 block -8, SR-BI DiI-HDL act -19, PvdQ acylase -9 and PKA-R2B act -14.
For CS(=O)(=O)NCc1ccc(C(=O)NCCOc2ccccc2)cc1 the results were Keap1-Nrf2 PPI -9, LANA DNA inh -1.0, Cardiac RTF inh -5, SR-BI HDL uptake -2, DAGLB inh 0, NSD2 inh 7, Arr AP2 block -5, SR-BI DiI-HDL act 2, PvdQ acylase -5 and PKA-R2B act 1.

Brought forward from above: two compounds; new compounds follow.
COc1ccccc1CN1CCCC(CNC(=O)c2cccc3ccccc23)C1 (configuration not stated) was read as Keap1-Nrf2 PPI -2, LANA DNA inh -0.1, Cardiac RTF inh -3, SR-BI HDL uptake 19, DAGLB inh 0, NSD2 inh 2, Arr AP2 block -8, SR-BI DiI-HDL act -19, PvdQ acylase -9 and PKA-R2B act -14.
For CS(=O)(=O)NCc1ccc(C(=O)NCCOc2ccccc2)cc1 the results were Keap1-Nrf2 PPI -9, LANA DNA inh -1.0, Cardiac RTF inh -5, SR-BI HDL uptake -2, DAGLB inh 0, NSD2 inh 7, Arr AP2 block -5, SR-BI DiI-HDL act 2, PvdQ acylase -5 and PKA-R2B act 1.
COc1ccc(CNC(=O)CCC(=O)c2ccc(C)cc2)cc1OC was read as Keap1-Nrf2 PPI -1, LANA DNA inh -1.5, Cardiac RTF inh -1, SR-BI HDL uptake -11, DAGLB inh 1, NSD2 inh -3, Arr AP2 block -18, SR-BI DiI-HDL act 11, PvdQ acylase -4 and PKA-R2B act 1.
COc1ccc(C(=O)NC(C)C2CC3CCC2C3)c(OC)c1 (configuration not stated) was read as Keap1-Nrf2 PPI -1, LANA DNA inh 0.4, Cardiac RTF inh 0, SR-BI HDL uptake 28, DAGLB inh -4, NSD2 inh 0, Arr AP2 block 17, SR-BI DiI-HDL act -28, PvdQ acylase -6 and PKA-R2B act -6.
`CC(C)n1c(N2CCN(C(=O)NCc3ccccc3)CC2)nc2ccccc21` gave Keap1-Nrf2 PPI -1, LANA DNA inh -0.3, Cardiac RTF inh -9, SR-BI HDL uptake 35, DAGLB inh 1, Arr AP2 block 2, SR-BI DiI-HDL act -35, PvdQ acylase -5 and PKA-R2B act -4.
Screening CCCNC(=O)C(Cc1ccccc1)NS(=O)(=O)c1ccc2c(c1)CCC(=O)N2 (configuration not stated) returned Keap1-Nrf2 PPI 2, LANA DNA inh -1.5, Cardiac RTF inh -11, SR-BI HDL uptake -2, DAGLB inh -2, Arr AP2 block 5, SR-BI DiI-HDL act 2, PvdQ acylase -11 and PKA-R2B act 5.
Screening Cc1ccccc1Nc1nnc(SCC(=O)NCc2cccs2)s1 returned Keap1-Nrf2 PPI 6, LANA DNA inh 2.3, Cardiac RTF inh -7, SR-BI HDL uptake -5, DAGLB inh 3, NSD2 inh 3, SR-BI DiI-HDL act 5, PvdQ acylase 11 and PKA-R2B act -2.
COc1cc(OC)cc(OC(=O)c2cccc(S(=O)(=O)N3CCN(C)CC3)c2)c1 was read as Keap1-Nrf2 PPI -3, LANA DNA inh 0.4, Cardiac RTF inh 4, SR-BI HDL uptake 10, DAGLB inh -1, Arr AP2 block 16, SR-BI DiI-HDL act -10, PvdQ acylase 10 and PKA-R2B act -17.
`COc1ccc(CNC(=O)c2n[nH]c3ccccc23)cc1OC` gave Keap1-Nrf2 PPI -6, LANA DNA inh -0.3, Cardiac RTF inh -4, SR-BI HDL uptake -10, DAGLB inh -1, NSD2 inh -2, Arr AP2 block -31, SR-BI DiI-HDL act 10, PvdQ acylase -7 and PKA-R2B act -6.
NC(=O)c1cc(NC(=O)CCc2nc3ccccc3s2)cc(C(N)=O)c1 was read as Keap1-Nrf2 PPI -2, LANA DNA inh -1.4, Cardiac RTF inh -4, SR-BI HDL uptake -20, DAGLB inh 1, NSD2 inh -2, Arr AP2 block 7, SR-BI DiI-HDL act 20, PvdQ acylase -14 and PKA-R2B act 1.
For Cc1ccc(N2CC(C(=O)Nc3nc4ccc(S(C)(=O)=O)cc4s3)CC2=O)cc1C (configuration not stated) the results were Keap1-Nrf2 PPI -8, LANA DNA inh 0.0, Cardiac RTF inh 4, SR-BI HDL uptake -30, DAGLB inh 0, NSD2 inh 4, Arr AP2 block 16, SR-BI DiI-HDL act 30, PvdQ acylase -2 and PKA-R2B act 7.
`COC(=O)c1ccc(/C=N/NC(=O)CC(=O)NC(C)C)cc1` gave Keap1-Nrf2 PPI -2, LANA DNA inh 1.0, Cardiac RTF inh -7, SR-BI HDL uptake -8, DAGLB inh 0, NSD2 inh 0, Arr AP2 block 15, SR-BI DiI-HDL act 8, PvdQ acylase -8 and PKA-R2B act 2.
`CCCC(C)C(=O)OCC(=O)Nc1c(Br)cc(C)cc1Br` (configuration not stated) gave Keap1-Nrf2 PPI 1, LANA DNA inh 0.6, Cardiac RTF inh -4, SR-BI HDL uptake 25, DAGLB inh -3, NSD2 inh -2, Arr AP2 block -6, SR-BI DiI-HDL act -25, PvdQ acylase -6 and PKA-R2B act -7.
`O=C(c1ccc([N+](=O)[O-])cc1)N1C=CC(C(F)(F)F)=NCC1` gave Keap1-Nrf2 PPI -1, LANA DNA inh -1.2, Cardiac RTF inh -3, SR-BI HDL uptake -10, DAGLB inh 3, NSD2 inh -1, Arr AP2 block 18, SR-BI DiI-HDL act 10, PvdQ acylase 3 and PKA-R2B act 2.
`O=C1CC/C=C\C[C@@H](CC(=O)N(CCO)Cc2ccccc2)C(=O)N[C@H](Cc2c[nH]c3ccccc23)CO1` gave Keap1-Nrf2 PPI -2, LANA DNA inh -1.0, Cardiac RTF inh -8, SR-BI HDL uptake 7, DAGLB inh -3, Arr AP2 block -8, SR-BI DiI-HDL act 1, PvdQ acylase 7 and PKA-R2B act -6.
Screening CCOC(=O)C1=NOC(CNC(=O)c2ccccc2Cl)C1 (configuration not stated) returned Keap1-Nrf2 PPI 5, LANA DNA inh 0.5, Cardiac RTF inh 0, SR-BI HDL uptake -2, DAGLB inh -2, NSD2 inh -1, Arr AP2 block 30, SR-BI DiI-HDL act 2, PvdQ acylase 1 and PKA-R2B act -7.
Screening COc1cccc(Oc2nc3ncn(Cc4ccccc4)c3c(=O)n2C)c1 returned Keap1-Nrf2 PPI -3, LANA DNA inh 3.5, Cardiac RTF inh -7, SR-BI HDL uptake -1, DAGLB inh -1, NSD2 inh -2, Arr AP2 block -14, SR-BI DiI-HDL act 1, PvdQ acylase -15 and PKA-R2B act -4.
O=S(=O)(c1ccc(OCC2CO2)cc1)c1ccc(OCC2CO2)cc1 (configuration not stated) was read as Keap1-Nrf2 PPI -1, LANA DNA inh -1.3, Cardiac RTF inh -1, SR-BI HDL uptake -11, DAGLB inh -2, NSD2 inh 1, Arr AP2 block 50, SR-BI DiI-HDL act 11, PvdQ acylase 1 and PKA-R2B act 11.
